From PubChem BioAssay
TDP1 cell CPT = DT40-hTDP1 cell growth loss with CPT. chicken DT40 Tdp1-/-;hTDP1 cells + 20 nM CPT, ATP luminescence, 48 h. Potency, µM (titrated, usually from 46.2 µM), without a hit: at the highest dose activity change, negative = growth inhibition, most hits filed as inhibitors. hit rate 12% among 420,000; note: nearly all actives have a fitted effect of over 55% in size
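Chicken DT40 Tdp1-/- cells stably complemented with human TDP1 were seeded at 400 cells/well in medium containing 20 nM camptothecin, exposed to pin-transferred compounds, and grown at 37 °C for at least 48 hr. Viability was read as ATP luminescence.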
TDP1 block = blocks human tyrosyl-DNA phosphodiesterase 1. Q9NUW8. recombinant TDP1, AlphaScreen DNA substrate cleavage. Potency, µM (titrated, usually from 130 µM), inactives show at the highest dose activity change, negative = inhibition, most hits filed as inhibitors. hit rate 0.28% among 350,000; note: nearly all actives have a fitted effect of over 40% in size
Target sequence (Q9NUW8 whole entry, looked up): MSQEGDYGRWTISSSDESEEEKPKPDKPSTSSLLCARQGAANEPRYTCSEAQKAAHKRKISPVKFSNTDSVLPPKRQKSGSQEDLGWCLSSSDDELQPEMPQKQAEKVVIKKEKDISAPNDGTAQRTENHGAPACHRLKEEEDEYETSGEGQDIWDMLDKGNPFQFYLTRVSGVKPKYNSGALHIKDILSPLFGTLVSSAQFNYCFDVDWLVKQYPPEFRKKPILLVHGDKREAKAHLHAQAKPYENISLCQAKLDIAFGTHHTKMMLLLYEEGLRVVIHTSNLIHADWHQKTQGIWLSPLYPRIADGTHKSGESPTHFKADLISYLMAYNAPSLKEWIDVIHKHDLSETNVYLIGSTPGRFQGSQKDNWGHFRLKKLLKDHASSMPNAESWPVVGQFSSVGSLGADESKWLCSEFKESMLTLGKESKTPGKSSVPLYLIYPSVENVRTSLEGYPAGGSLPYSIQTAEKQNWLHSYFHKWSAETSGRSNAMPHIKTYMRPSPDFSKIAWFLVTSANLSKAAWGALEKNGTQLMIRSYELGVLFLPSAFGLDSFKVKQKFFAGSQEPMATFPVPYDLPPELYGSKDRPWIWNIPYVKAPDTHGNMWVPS
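E. coli-derived human Tdp1, 1 nM final. Cpd preinc 15 min RT; substrate 15 nM final, 5 min RT; AS bead mix 10 ug/ml final, 10 min RT. Signal loss = tyrosine-FITC cleavage. No-enzyme wells = max signal.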
TDP1 cell noCPT = qHTS for Inhibitors of human tyrosyl-DNA phosphodiesterase 1 (TDP1): qHTS in cells in absence of CPT | DT40 Tdp1-/- hTDP1 cells, no CPT, ATP luminescence, 48 h | Potency, µM (series often up to 46.2 µM), inactives show at the highest dose activity change, negative = growth inhibition, hits mostly inhibitors | hit rate 15% among 420,000; note: nearly all actives have a fitted effect of over 55% in size
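Chicken DT40 Tdp1-/- cells stably complemented with human TDP1 were seeded at 400 cells/well with DMSO in place of 20 nM camptothecin. After compound pinning, cells grew at least 48 hr at 37 °C; viability read by CellTiter-Glo luminescence.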
Starred values were filed as active, the others as inactive; ? = inconclusive; / = no result given; & = joins results of further samples; [ ] = another dose, or the depositor's remark. Calls come from the whole dose curve; as a rule, active = well fitted curve in the direction sought with a large enough effect; inconclusive = small, poorly fitted or top-dose-only effect, or another doubt; inactive = no such curve, though single readings can be large; an effect the other way counts as inactive or inconclusive. % is set by controls: 0 for no effect and ±100 for the full control effect; potency is the fitted concentration of half-maximal effect. An unsorted share of the library. About 18% of those tested had a hit in this group.

mol	TDP1 cell CPT	TDP1 block	TDP1 cell noCPT
COc1cccc(CNC(=O)c2cccc(S(=O)(=O)N3CCN(C)CC3)c2)c1	-11.4%	2.4%	-0.5%
Cc1ccc(S(=O)(=O)Nc2ccc(C(N)=O)cc2)cc1[N+](=O)[O-]	?	3.0%	?
CC(=O)NCCC(=O)Nc1cc(S(=O)(=O)N2CCOCC2)ccc1N1CCCC1	-6.2%	11.7%	4.8%
CCC(=O)Nc1ccc2c(c1)OC[C@@H](C)NC[C@@H](C)[C@@H](OC)CN(C)C2=O	-2.7%	/	7.5%
COC(=O)c1c(NC(=O)c2ccccc2C(=O)O)sc2c1CCC2	-11.9%	/	-8.1%
Cc1cccc(NC(=O)/C(C#N)=C/c2ccc[nH]2)c1C	11.6µM*	2.4%	?
COc1ccc(-c2cc3nc(C)c(CCC(=O)N4CCN(c5ccc(F)cc5)CC4)c(C)n3n2)c(OC)c1	23.1µM*	9.2%	16.4µM*
O=C(NCc1ccco1)c1cccn2c(=O)c3c4c(sc3nc12)CCCC4	9.2µM*	1.0%	7.31µM*
CCOC(=O)C1CCCN(c2c(C(=O)c3ccccc3)cnc3ccc(OC)cc23)C1 (stereo not given)	14.6µM*	5.8%	20.6µM*
CCCn1c(=O)c2sccc2n2c(CCCC(=O)Nc3ccccc3OCC)nnc12	-2.3%	8.8%	-10.2%
CCOC(=O)c1oc2ccccc2c1NC(=O)COc1cccc(OC)c1	-22.5%	-4.8%	-23.2%
CCOC(=O)c1ccccc1NC(=O)COC(=O)C(CCSC)NC(=O)COc1ccccc1 (stereo not given)	?	-0.1%	-27.1%
O=C(Oc1ccc(-c2cnc3ccccc3n2)cc1)c1ccc(Br)o1	-24.7%	8.0%	-14.0%
CCCCNc1ccc(S(=O)(=O)c2cccc([N+](=O)[O-])c2)cc1[N+](=O)[O-]	0.6%	5.4%	3.7%
Cc1noc(C)c1S(=O)(=O)NCCc1csc2nc(-c3ccc(F)cc3)nn12	18.4µM*	5.2%	23.1µM*
CCOc1ccc(-c2c(C#N)c(N)nc3sc(C(=O)c4ccccc4)c(N)c23)cc1	?	/	-21.9%
CCn1c(=N)n(CC(O)c2ccco2)c2ccccc21 (stereo not given)	-6.9%	-3.3%	-14.9%
CC(=O)Oc1cc2oc(=O)c3c(c2cc1Cl)CCC3	-2.2%	-1.0%	-4.9%
Cc1ccc(N(CC(=O)N/N=C/c2ccc(OC3CSC3)cc2)S(=O)(=O)c2ccccc2)cc1	-9.2%	0.0%	-12.9%
Cc1ccc(CNC(=O)CCSCc2cnn(-c3ccccc3)c2-n2cccc2)cc1	18.4µM*	2.9%	14.6µM*
Cc1ccnc(N2CCC(C(=O)Nc3ccc(Oc4ccccc4)cc3)CC2)n1	?	5.1%	?
CCOc1cc(CNCCCN2CCOCC2)cc(Cl)c1OCC(=O)NC(C)(C)C	?	/	?
Cc1ccc(S(=O)(=O)Nc2cccc(-c3ccc(N4CCCCCC4)nn3)c2)cc1C	?	2.1%	23.1µM*
Cc1ccc(C(C)NC(=O)c2cccs2)cc1C (stereo not given)	-24.9%	/	?
COc1ccc(OCc2cc(C(=O)N3C[C@H]4CC[C@H]3C4)no2)c(Cl)c1	-3.4%	0.1%	-26.1%
COc1ccc(N2CCN(C(=O)c3nn(C)c4c3CSc3ccccc3-4)CC2)cc1	-108.7%	5.7%	?
Cn1nccc1C(=O)N1CCN(c2ccc(F)cc2)CC1	-28.7%	-0.4%[56.1 µM]	-13.1%
O=C1CN(C(=O)CN2CCN(S(=O)(=O)c3ccccc3)CC2)c2ccccc2N1	-23.1%	/	-15.5%
Cc1ccc(S(=O)(=O)c2cn(CC(=O)Nc3ccc4c(c3)OCO4)c3ccc(F)cc3c2=O)cc1	-26.5%	-1.3%	-29.6%
Cc1cc(F)ccc1NC(=O)c1csc2c1CCC(C)C2 (stereo not given)	?	-3.9%	-3.9%
FC(F)(F)c1cccc(N2CCN(Cc3nnc(-c4ccccc4)o3)CC2)c1	?	-2.5%	?
COc1ccc(/C=C/C(=O)C2CC2)cc1COc1c(C)cccc1C	8.5%	-1.2%	?
Cc1cc(Cl)ccc1NC(=O)CS(=O)(=O)c1cccc2nsnc12	?	1.1%	?
Cc1ccc(S(=O)(=O)N2CC(O)C[C@H]2C(=O)OCC(=O)c2ccccc2)cc1 (stereo not given in full)	3.8%	0.0%	2.2%
Cc1ccc(NC(=O)CCNS(=O)(=O)c2ccccc2)c(C(=O)c2ccccc2)c1	20.6µM*	0.0%	?
CCc1ccc2c(c1)NC(=O)C2(C)Cc1ccc(C(F)(F)F)nc1 (stereo not given)	?	/	?
N[C@@H](C(=O)O)c1ccc(P(=O)(O)O)cc1	20.4%	-2.7%[56.1 µM]	-0.8%
CCCCN(C(=O)CSc1nnc(-c2ccco2)o1)c1c(N)n(Cc2ccccc2)c(=O)[nH]c1=O	-4.2%	2.6%	18.3%
Nc1ccc(CC(N)c2csc(Nc3nncc4ccccc34)n2)cc1 (stereo not given)	?	/	?
Cc1c(C(=O)O)nn(-c2cccc(C(F)(F)F)c2)c(=O)c1C#N	0.3%	4.4%	-0.5%
CC1CC(C)CN(C(=O)c2ccc(S(=O)(=O)N3CCCCC3)cc2)C1 (stereo not given)	-4.7%	1.6%	-21.4%
CCOC(=O)c1c(S(=O)(=O)NCC(=O)Nc2ccc(C)cc2)c(C)n(C)c1C	-2.5%	1.4%	8.5%
CC1CCC(C(C)C)C(NC(=O)c2ccncc2)C1 (stereo not given)	-14.0%	/	-9.5%
CN1CCc2nc(NC(=O)c3cccc(OC(F)F)c3)sc2C1	-3.0%	3.6%	-4.7%
CCN(Cc1ccc(OC)c(F)c1)C(=O)CCl	4.11µM*	5.4%	4.11µM*
O=C(CSCc1c(F)cccc1Cl)NCCc1ccccc1	-3.8%	/	-11.6%
O=S(=O)(c1ccc2nc(Nc3ccc(F)cc3)ccc2c1)N1CCCC1	6.5%	5.3%	-25.9%
CC(CC(=O)Nc1ccc(S(=O)(=O)Nc2ncccn2)cc1)c1ccccc1 (stereo not given)	1.6%	4.9%	-10.3%
Cn1c(NCc2ccc3occc3c2)nc2cc(-c3ccc(F)cc3)sc2c1=O	-24.0%	/	-12.4%
O=C(Nc1ccc(Cl)cn1)c1cc2ccccc2o1	-8.5%	1.0%	-16.0%
CCOC(=O)c1cnc(-n2nc(C)cc2C)nc1NCc1ccccc1	3.26µM*	2.3%	5.17µM*
CCOc1cc(N2CCOCC2)c(OCC)cc1NC(=O)c1ccc(F)c(S(=O)(=O)N2CCOCC2)c1	-9.5%	0.0%	-4.0%
COc1cccc(-c2nc(CS(=O)CC(=O)NCc3ccccc3)c(C)o2)c1 (stereo not given)	-28.8%	5.2%	?
N#C/C(=C\c1c(Oc2ccc(Cl)cc2)nc2ccccn2c1=O)C(=O)NC1CCS(=O)(=O)C1 (stereo not given)	-13.8%	8.5%	?
COc1ccc(CNCCS(=O)(=O)NN2CCOCC2)cc1	-2.9%	/	-5.1%
COc1ccc(NC(=O)NNC(=O)COc2ccc3cc(Br)ccc3c2)c(OC)c1	-24.5%	3.4%	-2.7%
COc1cc(/C=C/CN2CCN(Cc3ccc(C)o3)C(CCO)C2)ccc1O (stereo not given)	-4.9%	6.0%	-11.4%
CN(C(=O)CCc1nc2ccccc2s1)c1ccccc1	-11.8%	0.0%	-10.4%
COc1ccc(N/C=C2\C(=O)CCc3c2oc2cc(Cl)c(O)c(Cl)c32)cc1	-27.9%	-8.9%	?
Cc1ccc(-c2c(C(=O)O)c3ccccc3[nH]c2=O)cc1	12.7%	/	0.3%

(list continues)
mol	TDP1 cell CPT	TDP1 block	TDP1 cell noCPT
CC(C)OC(=O)/C(=C\C=C\c1ccccc1)NC(=O)c1ccccc1	-0.9%	-1.0%	-23.9%
O=C(O)C1CCCN1S(=O)(=O)c1cc(Cl)ccc1Cl (stereo not given)	-14.4%	8.4%	1.6%
COc1cc(/C=N/NC(=O)c2ccc(CSc3nncn3C)cc2)cc(OC)c1O	-6.9%	2.5%	-0.8%
CCc1ccccc1NC(=O)CN(C)Cc1nc(N)nc(Nc2ccccc2C)n1	-3.6%	8.0%	-17.2%
COc1ccc(S(=O)(=O)NCC(c2ccco2)S(=O)(=O)c2ccc(C)cc2)cc1C (stereo not given)	?	-2.6%	?
COc1ccccc1-c1noc(CCCC(=O)NCc2ccco2)n1	-0.4%	1.2%	-9.7%
CC(C)OC(=O)c1nn2c(C(F)(F)F)cc(-c3ccc(Br)o3)nc2c1Br	?	2.9%	?
CCc1ccc2nc(NC(=O)C3CSC4(C)CCC(=O)N34)sc2c1 (stereo not given)	-27.5%	/	?
Nc1ccn(Cc2cccc(Cl)c2)n1	-13.3%	3.8%	-18.1%
CC[N+](CC)(CC)CCOc1cccc(OCC[N+](CC)(CC)CC)c1OCC[N+](CC)(CC)CC	15.7%&-9.3%	5.8%[56.1 µM]	-10.4%&-29.8%
CC(C)(C)c1ccc(C(=O)N2[C@H](COCc3ccccc3)C=CS2(=O)=O)cc1	?	/	?
O=C(CCc1nnc(CCCCc2ccccc2)o1)NCCCc1cccnc1	?	-1.2%	?
CCCOc1ccccc1C(=O)Nc1nc2c(s1)CCCC2	20.6µM*	1.6%	18.4µM*
COc1ccc(-n2c(N)c(C(=O)NCc3ccco3)c3nc4ccccc4nc32)cc1OC	?	7.9%	?
Cc1cc(C)c(NC(=O)CSc2nnc(CN3CCOCC3)n2C)c(C)c1	-11.1%	/	0.5%
CCCn1c(CN2CCN(C(=O)OCC)CC2)nc2cc([N+](=O)[O-])ccc21	-16.8%	/	?
CCc1ccc(Nc2n[n+](-c3ccccc3)c(-c3ccc(OC)c(Br)c3)s2)cc1	16.4µM*	/	?
Cc1[nH]c2ccccc2c(=O)c1CNCc1ccccc1	-12.1%	/	-19.3%
CCCCn1nnnc1C1(C)CCC(=O)N1C1CC1 (stereo not given)	-8.7%	/	-1.0%
CCOC(=O)CNC(=O)C1(/C=C/c2ccccc2)CC(=O)N1c1ccc(C)cc1 (stereo not given)	?	/	-10.4%
COc1ccccc1CNC1CCN(Cc2ccccc2)CC1	?	4.3%	?
Cc1ccc(-c2nc3ccc(C)cn3c2CC2CCCCC2)cc1	?	/	16.4µM*
CSc1ccc(S(=O)(=O)NCC(=O)OCC(=O)NC2(C#N)CCCCC2)cc1[N+](=O)[O-]	-3.1%	-14.0%	-9.2%
Cc1ccccc1C(=O)Nc1ccc(N2CCCC2)cc1	?	6.0%	-1.0%
CC(C)Cc1nc2oc3c(NCC(C)O)ncnc3c2c2c1CCCC2 (stereo not given)	?	/	14.6µM*
CCS(=O)CCSC(=N)N (stereo not given)	-18.7%	3.3%	0.0%
CC1=C(CCN2CCN(C(C)C)C(CCO)C2)C(C)(C)CCC1 (stereo not given)	-14.0%	-2.7%	?
NC(=O)c1ccccc1N/C=C1\CCCCC1=O	-9.9%	-3.1%	-2.1%

Some of the entries so far, with each value named.
> CCOC(=O)CNC(=O)C1(/C=C/c2ccccc2)CC(=O)N1c1ccc(C)cc1 (stereo not given)
- TDP1 cell CPT: ?
- TDP1 block: /
- TDP1 cell noCPT: -10.4%

> CCCn1c(CN2CCN(C(=O)OCC)CC2)nc2cc([N+](=O)[O-])ccc21
- TDP1 cell CPT: -16.8%
- TDP1 block: /
- TDP1 cell noCPT: ?

> CC(C)OC(=O)c1nn2c(C(F)(F)F)cc(-c3ccc(Br)o3)nc2c1Br
- TDP1 cell CPT: ?
- TDP1 block: 2.9%
- TDP1 cell noCPT: ?

> CCS(=O)CCSC(=N)N (stereo not given)
- TDP1 cell CPT: -18.7%
- TDP1 block: 3.3%
- TDP1 cell noCPT: 0.0%
